# Pf Dd2 growth = Plasmodium falciparum Dd2 growth inhibition; Potency, µM (series often up to 28.9 µM), without a hit: at the top dose activity, negative = inhibition, actives largely listed as inhibitors; P. falciparum Dd2 growth, SYBR Green, 72 h; hit rate 4.3% among 120,000; active = well fitted inhibition curve with a large enough effect; inconclusive = small, poorly fitted or top-dose-only effect; inactive = no such curve, though single readings can be large or run the other way;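 note: plate controls were DMSO vehicle for no effect and reference drug for full effect; nearly all actives have a fitted effect of over 65% in size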
#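 Readout: SYBR Green fluorescence, 485 nm excitation, 535 nm emission, after ~16 h lysis at 37C. Before that, Dd2-infected red cells (2.5% hematocrit) grew 72 h with compound, 29 uM top final concentration.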
# * hit, by the source's call; i = inactive; ? = inconclusive; & = joins results of further samples; [ ] = remark or other dose. Potency is the fitted concentration of half-maximal effect. Some of the compounds tested, so the mix of outcomes need not match the whole.
Molecule,Pf Dd2 growth
CCOc1ccc(OCC)c(NC(=O)c2cc3n(n2)CC(c2ccc(Cl)cc2)OC3)c1 (stereo unspecified),-1%
COc1cccc(NC(=O)c2oc3ccccc3c2NC(=O)c2cc3ccccc3o2)c1,43%[activator]
CCCNC(=O)CC1CCCN(c2cnn(CC3CC3)c(=O)c2)C1 (stereo unspecified),-3%
Cc1ccc(-n2ncc(C(=O)Nc3ccc4c(c3)OCO4)c2C2CCN(C(=O)OC(C)(C)C)CC2)cc1,-18%
Cc1nc2c(c(-c3ccc(O)cc3)n1)CN(Cc1ccccc1)CC2,i
c1ccc(Oc2cc3c(cn2)NCCN(Cc2ccsc2)C3)cc1,-4%[44.1 µM]
CC(C)Cc1cc(CNC(=O)C(c2ccccc2F)N(C)C)on1 (stereo unspecified),-16%
O=C(NCc1cccc(F)c1)C1CCN(c2nc3ccccc3nc2C(F)(F)F)CC1,47%[activator]
COc1cc(NC(=O)Cn2c(N3CCC(C)CC3)nc(C)cc2=O)cc(OC)c1,i
CCC(CC)c1cc([C@H]2CN3CC[C@H]2C[C@@H]3CNC(=O)NCc2ccccc2)nc(-c2ccncc2)n1,0.63µM*
CCc1ccc(-c2nc(C3CC(=O)N(c4ccc(C)cc4)C3)no2)cc1 (stereo unspecified),40%[activator]
CCOc1ccccc1CN1C[C@@H](CO)[C@H](C2CCN(C(C)=O)CC2)C1,?
CCn1cc(CN2CCN(S(C)(=O)=O)CC2)ccc1=O,1%
COC(=O)[C@@H]1Cc2c([nH]c3ccccc23)[C@H]2C[C@H](NCCNC(C)=O)C[C@@H](c3ccccc3)N21,?
c1ccc(-c2cnc([C@@H]3COCCN3Cc3cnc[nH]3)[nH]2)cc1,?
Cc1ccc(NC(=O)N2CCCN(C(=O)C3CC3)C(c3ccccc3)CC(=O)NCC2)cc1C (stereo unspecified),i
Cc1ccc(-n2nc(CO)c(C(=O)NCc3cccnc3)n2)cc1C,31%[activator]
NC(=O)[C@@H]1CCCN1CC[C@H]1CN(S(=O)(=O)c2ccccc2)CC[C@H]1CC(=O)O,17%[44.1 µM]
Cc1c(C(=O)N2CCCC(CO)C2)c(-c2ccccc2)nn1-c1ccccc1 (stereo unspecified),-30%
O=C(Cn1ncc2ccsc2c1=O)N1CCN(c2ccccc2)CC1,11%
Fc1ccc(-n2ncc3c(Nc4cccc(Cl)c4)ncnc32)cc1,?
Cc1ccc(C(=O)NCc2ccnc3[nH]ccc23)cc1,1%[44.1 µM]
CC(C)N1C(=O)C2(CCCC2)C1C(=O)Nc1cccnc1 (stereo unspecified),18%
Clc1ccc(CCNC(c2nnc(-c3ccccc3)o2)c2ccccc2Cl)cc1 (stereo unspecified),11µM*
COc1ccc(C2(C(=O)N[C@@H]3CN(c4ccncn4)C[C@H]3CN(C)C)CC2)cc1,?
CCOc1ccc(-c2ncnn2-c2sc3c(c2C#N)CCCCC3)cc1,74%[activator]
CS(=O)(=O)N1Cc2ccccc2CC2(CCN(CC3CCNC3)C2)C1 (stereo unspecified),10%
COc1ccc(Cn2c(C(=O)O)c(CNCc3cccc(OC)c3)c3ccc(C)cc32)cc1,?
CN(c1ccccc1)c1cc(=O)c2ccnc(-c3ccccc3O)c2o1,?
CCc1cc(=O)n(Cc2ccccc2)c(N2CCOCC2)n1,-17%
O=C(COCc1cc(-c2ccc(F)cc2)on1)Nc1cc(F)ccc1F,19%
O=C(NC1CCCCCC1)c1ccc(CN2C(=O)NC3(CCS(=O)(=O)CC3)C2=O)cc1,?
COc1ccc(CNC(=O)C[C@@H]2C[C@@H](C(C)C)[C@H](CNC(=O)c3cccnc3)C=C2C)cc1,?
CC(C)NC(=O)N1CCC2(CC1)CN(C(=O)Cc1ccc(O)cc1)CCO2,10%
COC1CCOC2(CCN(C(=O)Nc3ccccc3F)CC2)C1 (stereo unspecified),9%
CC(=O)N1Cc2ccccc2CC2(CCCN2CCc2ccccc2)C1 (stereo unspecified),?
O=c1cc(-c2ccncc2)oc2c(-c3cccc4[nH]ccc34)nccc12,10µM*
COC[C@@H]1CN(C(=O)c2ccco2)C[C@H]1c1nc(C2CC2)no1,0%
CC(Cn1cccn1)Nc1ccc(-c2nc(-c3ccccc3F)no2)cn1 (stereo unspecified),?
Cc1ccc(-n2nc(C)c3c(C)c(CCC(=O)NCc4ccccc4Cl)c(C)nc32)cc1,5.6µM*
CCOc1ccc(N(CC(=O)Nc2ccc3c(c2)OCO3)S(=O)(=O)c2ccccc2)cc1,i
Cc1cc(C)c(CNC(=O)c2cc(-c3cnn(C)c3C)cc3c2OCCN3C(C)C)c(=O)[nH]1,?
Cc1cccc(N2CCN(CCCNC(=O)Cn3ncc4c([nH]c5ccccc54)c3=O)CC2C)c1 (stereo unspecified),-18%
CC(C)CNC(=O)c1cc(C2CC2)nc2c1c(C1CCCN1)nn2-c1ccccc1 (stereo unspecified),4.5µM*
Cc1cc(C)c2c(n1)SCC(=O)N2CC(=O)Nc1ccc(C)c(C)c1,2%
NCCn1cc(C(=O)NCc2cccnc2Oc2cccc(C(F)(F)F)c2)nn1,-1%
COC[C@@H]1CN(C(=O)c2ccc(C#N)cc2)C[C@H]1c1ccccn1,2%
Fc1ccc(CSc2nncn3c2cc2occc23)c(Cl)c1,?
CSc1cccc(NC(=O)N[C@H]2CCN3C(=O)[C@H](CC4CCCCC4)NC(=O)[C@@H]3C2)c1,i
Cc1cc(C)cc(OCC(=O)N2CCC(c3nc4ccccc4s3)CC2)c1,84%[activator]
O=C1Nc2ccccc2CC12CCN(Cc1ccc(F)cc1)C2 (stereo unspecified),?
COCCN1C(=O)[C@@H]2C[C@@H](CN2Cc2ccccc2Cl)Oc2ccccc21,?
CCOC(=O)C1CCCN(C(=O)Cn2c(=O)cc(C)c3c(C)nn(C)c32)C1 (stereo unspecified),i
O=C(Nc1nnc(S(=O)(=O)N2CCCc3ccccc32)s1)c1cccc(F)c1,?
COc1cc(NC(=O)NC(C)c2c(-n3cccc3)sc3c2CCCC3)cc(OC)c1OC (stereo unspecified),-17%
CCOCCCNC(=O)C1CCN(c2nn3cc(-c4ccc(F)cc4)nc3s2)CC1,17%
COc1ccccc1CCC(=O)NC1CCc2nnc(C)n2CC1 (stereo unspecified),26%
COc1ccc(-c2nc(SCC(=O)Nc3ccc4c(c3)OCCO4)c(-c3ccccc3)[nH]2)cc1,?
COc1ccccc1CNC(=O)C(C)n1c(=O)cc(C(F)(F)F)c2c(C)nn(C)c21 (stereo unspecified),11%
CCC1=Nc2cc(C(=O)NCc3ccc(F)cc3)ccc2Sc2ccc(C)cc21,5.6µM*

# Carrying on:
Molecule,Pf Dd2 growth
O=C1CCN(Cc2ccncc2)CCCC(C(=O)NCCCN2CCCC2=O)CCN1 (stereo unspecified),11%
O=c1[nH]c(N2CCOCC2)nc2c1CCN(Cc1cccnc1)CC2,46%[activator][5.79 µM]
Cc1cc(C)cc(C(=O)N2CCC(n3cnnc3-c3ccccc3)CC2)c1,?
Cc1cc(C)n(C2CCN(Cc3cn(-c4ccccc4)nn3)C2)n1 (stereo unspecified),?
COc1ccc(CN(C)CC2CCN(CCc3ccc(F)cc3)CC2)cc1Cn1cccn1,10µM*
CC(C)c1ccc(CN2C[C@@H]3[C@H](C2)N(Cc2ccccc2)C(=O)C(C)(C)[S+]3(=O)[O-])cc1,?
COc1ccc(C(=O)NCC2CCCCC(=O)N2)cn1 (stereo unspecified),-12%
O=C(Cc1ccsc1)N1CCC(n2cnnc2-c2ccccc2)C1 (stereo unspecified),-5%
CS(=O)(=O)N1CCOc2ccc(CCC(=O)NCCN3CCOCC3)cc2C1,7%
Cc1ccc(-c2nc(S(=O)(=O)c3ccc(C)cc3)c(SCC(=O)c3ccccc3)o2)cc1,i
Cc1cc2nc(-c3ccc(OCc4ccccc4C)cc3)cc(C(F)(F)F)n2n1,?
COc1ccc(CCNC(=O)c2c(C)noc2-c2cccc(F)c2)cc1,5%
COc1ccc(-c2cn3cc(C(=O)N4CCCCC4)nc3c(=O)n2CC2CC2)cc1,?
CCOC(=O)N1CCc2c(sc3c2c(=O)n(-c2ccc(CC)cc2)c(=O)n3C)C1,-21%
C=CCOC(=O)Nc1nc2c(s1)C[C@@H]1[C@](C)(CO)[C@H](O)CC[C@@]1(C)[C@@H]2CC(=O)N1CCCCC1,?

# Part of the list above, as labelled records.
Cc1ccc(-c2nc(S(=O)(=O)c3ccc(C)cc3)c(SCC(=O)c3ccccc3)o2)cc1
  Pf Dd2 growth = i
O=C1CCN(Cc2ccncc2)CCCC(C(=O)NCCCN2CCCC2=O)CCN1 (stereo unspecified)
  Pf Dd2 growth = 11%
O=c1[nH]c(N2CCOCC2)nc2c1CCN(Cc1cccnc1)CC2
  Pf Dd2 growth = 46%[activator][5.79 µM]
CS(=O)(=O)N1CCOc2ccc(CCC(=O)NCCN3CCOCC3)cc2C1
  Pf Dd2 growth = 7%

# Next section
Compound,Pf Dd2 growth
Cc1cccc(CN2C(=O)CN=C(c3ccccc3)c3ccccc32)c1,-14%
O=C(C[C@@H]1C[C@H]2O[C@H](CNCc3cnccc3C(F)(F)F)[C@@H](O)[C@H]2O1)N1CCOCC1,19%
CN(C)CCNC(=O)c1nc(-c2ccccc2)cc2[nH]ccc12,i
CCOc1ccc(C2Nc3ccccc3-c3nnc(SCc4ccccc4)nc3O2)cc1OC (stereo unspecified),14%
CC(C)c1noc(-c2cn(C3CCN(C(=O)COc4ccc(F)cc4)C3)nn2)n1 (stereo unspecified),223%[activator]
Cc1noc(C)c1CC(=O)NCCc1noc(C2CC2)n1,-6%
CC(=O)c1ccc(-n2c(CCC(=O)O)ccc2-c2cccs2)cc1,22%
CCCCn1c(-c2ccc(S(=O)(=O)N3CCOCC3)cc2)csc1=Nc1ccccc1,?
COCC(=O)N1CC(C(=O)O)C2(CCOCC2)C1 (stereo unspecified),2%
CC(C)C(=O)N1CCC2(CC1)NCc1ccccc1-n1ccnc12,25%[5.79 µM]
COCc1nc(C2CCCN(C(=O)c3ccccc3F)C2)no1 (stereo unspecified),34%[activator]
COc1cc(F)ccc1CN1CCCC2(Cc3ccccc3CNC2=O)C1 (stereo unspecified),?
COc1ccc(Cl)cc1NC(=O)CCC1CCCN(c2nc(C)cc(C)n2)C1 (stereo unspecified),?
O=C(Nc1ccnn1C1CCN(C(=O)Cn2cccn2)CC1)C1CCCC1,-11%
O=C(Cn1ccn2nc(-c3ccc(F)cc3)c(CO)c2c1=O)Nc1ccc(F)c(Cl)c1,-14%
COc1ccccc1CN1CCCn2nc(C)c(-c3cnccc3C)c21,?
COc1ccc(-c2ccc3nnc(CNC(=O)CNC(=O)c4ccccc4)n3n2)cc1,-7%
Cc1cc(C)n2nc(CNS(=O)(=O)c3ccc(Cl)cc3)nc2n1,i[5.79 µM]
COc1ccc(-n2c(-c3ccco3)nc3c(cnn3-c3ccccc3C)c2=O)cc1,-17%
Cc1cc(C(=O)NCC(=O)N2CCCCCCNC(=O)CC2c2ccccc2)n(C)n1 (stereo unspecified),8%
Cc1ccc(NC(=O)C2CCCN(c3cn[nH]c(=O)c3)C2)cc1C (stereo unspecified),-8%
COc1cc(C(=O)N2C3CCCC2CC(=O)C3)nc2ccccc12,-5%[44.1 µM]
Cc1c(C(=O)NCc2cccc(F)c2)oc2c1-c1[nH]ncc1CC2,-7%
COc1ccc(CNC(=O)C2CCN(C(=O)N3CCOc4ccc(Cl)cc43)CC2)cc1,?
Cc1noc(-c2cn(C3CCN(C(=O)c4ccc(F)cc4)C3)nn2)n1 (stereo unspecified),i
COc1ccc(-c2cc(N3CCC(NC(=O)c4ccc(OC)cc4C)C3)n[nH]2)cc1 (stereo unspecified),i
Cc1cc(C)c(NC(=O)CSc2ncc3c(n2)-c2cc(Cl)ccc2N(C)S3(=O)=O)c(C)c1,41%[activator]
CCc1cccc(C)c1NC(=O)Cn1ccn(Cc2ccc(Cl)cc2)c(=O)c1=O,31%[activator]
O=C(c1ccccc1OCC1CCCNC1)N1CCOCC1 (stereo unspecified),-7%
Cc1nn(C(C)C(=O)NC2CCCCC2)c(=O)c2c1sc1ccccc12 (stereo unspecified),?
O=S(=O)(N[C@H]1CO[C@H]2[C@@H]1OC[C@@H]2n1nnnc1Oc1ccc(-n2cncn2)cc1)c1cccs1,-18%
CCCn1cc2c3c(cccc31)CN(C(=O)c1ccccc1OC)CC2,?
COc1cncc([C@@H](NC(=O)c2ccc3c(c2)OCO3)C2CC(O)C2)c1 (stereo partly specified),-1%&-16%
O=C(NCc1cc2n(n1)CCNC2)C(c1ccccc1)C1CCCC1 (stereo unspecified),-30%
CCOC(=O)c1c(C)[nH]c(C)c1S(=O)(=O)N1CCC(C(=O)Nc2ccccn2)CC1,29%
O=C(N[C@@H]1C[C@H](Cn2cc(C3CC3)nn2)[C@@H](O)[C@H]1O)c1ccc2c(c1)OCO2,i
O=C(c1ccc(Cl)cc1)N1CCC(N2CCCCC2=O)CC1,2%
COc1cccc(C2C=C(c3ccc(C)c(C)c3)Nc3nnnn32)c1OC (stereo unspecified),?

# Part of the list above in a different format:
molecule: O=C(NCc1cc2n(n1)CCNC2)C(c1ccccc1)C1CCCC1 (stereo unspecified)
  Pf Dd2 growth = -30%
molecule: CCOC(=O)c1c(C)[nH]c(C)c1S(=O)(=O)N1CCC(C(=O)Nc2ccccn2)CC1
  Pf Dd2 growth = 29%
molecule: O=C(N[C@@H]1C[C@H](Cn2cc(C3CC3)nn2)[C@@H](O)[C@H]1O)c1ccc2c(c1)OCO2
  Pf Dd2 growth = i
molecule: O=C(c1ccc(Cl)cc1)N1CCC(N2CCCCC2=O)CC1
  Pf Dd2 growth = 2%

# Screens: PubChem BioAssay, National Center for Advancing Translational Sciences (NCATS)
